From PubChem BioAssay
GPR151 ag: activators of human GPR151, primary screen, cell-based, PathHunter beta-arrestin, luminescence. G-protein coupled receptor 151 (Homo sapiens), Q8TDV0. PathHunter beta-arrestin GPR151 cells. activation, % at 11.2 µM. 1% of 650,000 active; in the data active means activation above about 4.9%;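 further: 0% = median of compound wells and 100% = cells with positive control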
Target sequence (Q8TDV0 whole entry, looked up): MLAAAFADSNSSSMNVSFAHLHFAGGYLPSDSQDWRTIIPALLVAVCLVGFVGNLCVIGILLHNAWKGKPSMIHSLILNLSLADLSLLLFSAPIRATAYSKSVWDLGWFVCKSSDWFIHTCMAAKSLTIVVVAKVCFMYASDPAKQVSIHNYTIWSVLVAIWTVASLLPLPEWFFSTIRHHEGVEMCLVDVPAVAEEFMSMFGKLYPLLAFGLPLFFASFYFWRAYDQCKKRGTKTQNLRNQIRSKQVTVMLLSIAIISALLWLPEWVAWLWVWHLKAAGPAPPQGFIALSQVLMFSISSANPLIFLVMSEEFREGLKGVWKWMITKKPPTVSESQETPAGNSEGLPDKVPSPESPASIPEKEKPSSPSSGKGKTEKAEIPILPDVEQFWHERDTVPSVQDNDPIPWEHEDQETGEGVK
TEAD-YAP block: TEAD-YAP interaction inhibition, primary screen, TEAD-YAP interaction inhibitor project, luminescence, HEK-TIYL cells. TEAD-Gal4/YAP UAS-luciferase luminescence. inhibition, % at 9.12 µM. 1.4% of 640,000 active. AID 1259422, 2018; in the data active means inhibition above about 32%;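 further: 0% = median of test compound wells and 100% = reference inhibitor wells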
MITF primary: MITF inhibitors, primary screen, biochemical, AlphaScreen, human. inhibition, % at 2.6 µM. 0.91% of 650,000 active. AID 1259374, 2018. Microphthalmia-associated transcription factor (Homo sapiens), O75030. AlphaScreen MITF homodimerization, bead proximity signal; in the data active means inhibition above about 50%;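 further: 0% = vehicle wells with protein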
FBW7 activator: FBW7 E3 ligase activators, primary screen, biochemical, AlphaScreen, human. normalized activity (activation), % at 26.1 µM. AlphaScreen FBW7–phospho-cyclin E peptide binding, activator screen. F-box/WD repeat-containing protein 7 (Homo sapiens), Q969H0. AID 1259310, 2017. 0.13% of 650,000 active; in the data active means normalized activity above about 1.9%;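 further: purified mutant Fbw7 with reduced substrate affinity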
Target sequence (Q969H0 whole entry, looked up): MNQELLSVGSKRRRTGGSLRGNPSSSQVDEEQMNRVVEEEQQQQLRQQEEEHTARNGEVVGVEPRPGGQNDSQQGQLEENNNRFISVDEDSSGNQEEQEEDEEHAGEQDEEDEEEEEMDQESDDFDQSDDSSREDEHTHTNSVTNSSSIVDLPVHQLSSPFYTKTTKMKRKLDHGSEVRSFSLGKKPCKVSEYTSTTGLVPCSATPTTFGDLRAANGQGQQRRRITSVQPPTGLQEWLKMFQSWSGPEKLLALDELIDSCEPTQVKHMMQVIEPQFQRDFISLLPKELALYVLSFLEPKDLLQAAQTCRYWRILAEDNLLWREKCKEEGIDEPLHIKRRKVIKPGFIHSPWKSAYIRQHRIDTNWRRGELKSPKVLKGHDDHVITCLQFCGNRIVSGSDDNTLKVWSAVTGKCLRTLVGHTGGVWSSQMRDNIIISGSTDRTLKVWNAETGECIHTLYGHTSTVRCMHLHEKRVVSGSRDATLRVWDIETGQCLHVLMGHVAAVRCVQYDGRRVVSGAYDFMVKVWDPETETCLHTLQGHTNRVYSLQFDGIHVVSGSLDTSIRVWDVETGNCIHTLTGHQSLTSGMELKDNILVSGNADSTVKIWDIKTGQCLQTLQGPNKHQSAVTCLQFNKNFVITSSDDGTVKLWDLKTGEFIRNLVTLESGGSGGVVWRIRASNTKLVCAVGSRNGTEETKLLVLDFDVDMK
Numbers without * were called inactive. Compounds as they come, and some 3.4% of all compounds hit somewhere here.

Below each SMILES – GPR151 ag, TEAD-YAP block, MITF primary, FBW7 activator
CC(=O)Nc1ccc(-n2nnnc2SCC(=O)Nc2nc3ccccc3s2)cc1
→ -0.6, 7, 4, 0.1
CCCCNc1nc(SCC(=O)NCCc2ccc(S(N)(=O)=O)cc2)nc2ccccc12
→ -0.5, -4, -3, -0.1
CCOC(=O)C(C)n1ncn2cccc2c1=O (stereo unspecified)
→ -1.0, -6, -15, 0.1
COc1ccc(NC(=O)C(C)(C)Oc2ccc(Cl)cc2)cc1OC
→ 0.3, 0, -4, 0.0
COC(=O)/C=C/c1ccccc1OC(=O)c1cc([N+](=O)[O-])cc([N+](=O)[O-])c1
→ -0.9, 4, 8, 0.0
O=C(CN1C(=O)COc2ccc(Cl)cc21)Nc1ccc([N+](=O)[O-])cc1
→ 7.6*, 14, -3, -0.2
N#CC1=C(N)n2c(nc3ccccc32)NC1c1ccc(F)cc1 (stereo unspecified)
→ 0.7, 4, 2, 0.0
Cc1ccc(C(=O)N/C(=C\c2cccs2)C(=O)NC2CCN(Cc3ccccc3)CC2)cc1C
→ -1.2, 7, 5, 0.1
O=C(CN1C(=O)CC(c2ccco2)Sc2ccccc21)NCC1CCCO1 (stereo unspecified)
→ -0.7, 7, 14, 0.8
CCOC(=O)c1c(-c2ccccc2)csc1NC(=O)COc1ccccc1C
→ 3.1, -2, -11, -0.2
Cc1ccccc1COC(=O)CCCC1=NS(=O)(=O)c2ccccc2N1
→ 1.8, 8, 0, 0.1
COc1ccc(NC(=O)C(NC(=O)CCc2cc(C(C)(C)C)c(O)c(C(C)(C)C)c2)c2ccccc2)cc1 (stereo unspecified)
→ 0.0, 0, 13, 1.0
COc1ccc(Br)cc1CNCCO
→ 1.6, 6, 7, 1.0
CCOc1ccc(-c2nc(CNC(C)COC)cs2)cc1 (stereo unspecified)
→ -0.2, -18, 42, 0.1
COc1ccccc1OCCOc1cccc(/C=N/n2cnnc2)c1
→ -1.0, -71, -6, -0.1
COc1ccc(-n2c(O)c(/C=C3\C(C)=Nc4ccccc43)[nH]c2=S)cc1
→ -1.0, 10, 6, -0.2
Cc1ccc(NC(=S)NCCCNC(C)(C)C)cc1C
→ -2.9, -5, -2, 0.5
Cc1nc(N2CCN(c3ccc(F)cc3)CC2)c2c(C)c(C)sc2n1
→ -1.8, -4, 13, 0.1
CC(C)(C)n1nc2c(c1NC(=O)COc1ccccc1)CSC2
→ -1.1, 11, 4, 0.0
O=C(CN1C(=O)C(=O)N(Cc2ccccc2)C1=O)Nc1ccc(Br)cc1F
→ -2.4, 1, -2, -0.1
CCCn1nc(C(=O)OCC(=O)Nc2cc([N+](=O)[O-])ccc2OC)c2ccccc2c1=O
→ 0.1, 6, 11, -0.2
COc1ccc(C2Nc3ccccc3-c3nnc(SC)nc3O2)c(OC)c1OC (stereo unspecified)
→ 1.7, -1, 1, 0.0
CCOC(=O)CSc1nnc(COc2ccccc2C)n1Cc1ccco1
→ 0.3, -2, 1, -0.1
CC1CCN(C(=O)c2ccccc2NC(=O)c2cccc(S(=O)(=O)N3CCCCC3)c2)CC1
→ -1.6, -3, -6, 0.4
Cc1c(C(=O)Nc2ccc(F)cc2F)nnn1-c1ccccc1
→ -4.1, -28, -1, -0.1
Cc1ccc(C(C)(C)CC(=O)N2CCN(S(=O)(=O)c3ccc([N+](=O)[O-])cc3)CC2)cc1
→ 0.2, -5, 4, 0.5
Cn1c(Nc2nc(C(=O)NC3CCN(Cc4ccccc4)CC3)cs2)nc2ccccc21
→ 0.2, 4, -8, -0.2
Cc1ccc(NC(=O)C2C3C=CC4(O3)C2C(=O)N(CCCN(C)Cc2ccccc2)C4C(=O)NC2CCCC(C)C2C)cc1C (stereo unspecified)
→ -1.6, 2, 7, 0.2
CCCN1CCC(NCc2ccccc2OC)CC1
→ -1.2, 3, 4, -0.1
CCOC(=O)NC(CC(=O)O)c1ccc(OC)cc1 (stereo unspecified)
→ 0.6, -1, -1, 0.0

Next section
Below each SMILES – GPR151 ag, TEAD-YAP block, MITF primary, FBW7 activator
COc1cc(Nc2nc(NCc3cccnc3)c3ncn(CCN4CCCC4=O)c3n2)cc(OC)c1OC
→ 0.4, 2, 11, -0.2
Cc1nn(C)c(C)c1-c1cc(NCCCN2CCCC2=O)nc(N)n1
→ 2.1, -5, 2, -0.3
COc1ccc(C(=O)Nc2nc(-c3ccc4ccccc4c3)cs2)c(OC)c1
→ 1.7, -2, -3, -0.1
O=c1oc(-c2cccc3ncccc23)nn1Cc1ccccn1
→ 1.8, 4, -3, -0.2
CC(C)OCCCn1c(=S)[nH]c2ccccc2c1=O
→ 1.2, 5, -12, -0.1
CCCN1C(=O)c2cc(C(=O)NCCCOC(C)C)ccc2C1O (stereo unspecified)
→ -0.6, 8, 14, 0.2
COC(=O)c1ccc2c(c1)C1C=CCC1C(c1cccc3ccccc13)N2 (stereo unspecified)
→ 1.7, -1, 7, -0.2
Cc1ccc(C(=O)Nc2ccc(S(=O)(=O)Nc3nc(C)cc(C)n3)cc2)c(C)c1
→ 2.7, -5, -2, 0.2
COc1ccc(OCC(O)CN2CCN(c3ccc(C)cc3)CC2)cc1 (stereo unspecified)
→ -0.9, 1, 1, 0.0
CCc1ccccc1NC(=O)CN(c1ccccc1OC)S(C)(=O)=O
→ 2.0, 4, 7, 0.0
Cc1cccc(N2CCN(C(=O)Nc3ccc(Cl)cc3)CC2)c1
→ -1.9, -2, 14, 0.1
CCOC(=O)c1ccc(NC(=O)c2c(NCc3cccc(OC)c3)sc3c2CCC3)cc1
→ 0.2, 10, 5, -0.1
CC(C)N(C(=O)COC(=O)[C@@H]1CC(O)CN1S(=O)(=O)c1ccc(F)cc1)C(C)C (stereo partly specified)
→ -0.1, -7, -7, 0.0
COc1cccc(N2C(=O)C(CC(=O)Nc3ccccc3)N(CCc3cccs3)C2=O)c1 (stereo unspecified)
→ -0.1, 7, 21, 0.2
O=C(Cc1ccc(N2CCC(NCc3ccco3)CC2)cc1)NCCc1cccc(F)c1
→ -1.8, 8, 14, 0.2
O=C(Nc1cccc(F)c1)NC1CCCCC1
→ 0.0, -64, -12, -0.1
COC(=O)c1cc(S(=O)(=O)Nc2ccc(OC)cc2)cn1C
→ -0.4, -1, 2, 0.1
CN(C)S(=O)(=O)c1ccc(C(=O)Nc2c3c(nn2-c2ccc(Cl)cc2)CSC3)cc1
→ 0.6, -5, 11, -0.1
O=C(c1cc2nc(-c3ccc(Br)cc3)cc(C(F)(F)F)n2n1)N1CCCCC1
→ 1.1, -5, 2, -0.3
CP(=O)(O)C(c1cccc(Cl)c1)C(F)(F)F (stereo unspecified)
→ 1.3, 14, 6, 0.1
CCCCNC(=O)c1cc2c(=O)n(C)c3ccccc3c2n1C
→ -0.2, 13, 21, 0.3
FC(F)(F)c1ccc2c(c1)N(CCCN1CCN(c3nc(-c4ccc(Cl)cc4)cs3)CC1)c1ccccc1S2
→ -0.5, 6, -5, 0.1
CCOC(=O)NC(Nc1ccc([N+](=O)[O-])cc1)(C(F)(F)F)C(F)(F)F
→ 1.7, 4, 7, -0.1
CC(=O)N=c1ncn(CC(COC(C)=O)OC(C)=O)c2nc[nH]c12 (stereo unspecified)
→ -0.5, 4, -11, 0.4
O=C(CSC(=S)N1CCOCC1)N1CCc2ccccc21
→ -0.4, -7, 10, 0.4
FC(F)(F)c1ccc(Nc2nc(NCCN3CCOCC3)c3ncn(-c4ccsc4)c3n2)cc1
→ 1.0, 20, 13, 0.1
CCN(CCO)C(=O)CC1(c2ccc(OC)cc2)CC(=O)N(CCC(C)C)C1=O (stereo unspecified)
→ -1.1, 9, 7, -0.1
O=C(Cn1c(=O)n(-c2cc(F)ccc2F)c(=O)c2sccc21)NC1CCCC1
→ -0.4, -5, 1, 0.3
COCCn1c(SCc2cc(=O)n3ccsc3n2)nc2sc3c(c2c1=O)CCC3
→ 2.4, -5, 12, 0.1
CCOC(=O)/C(=C/c1ccccc1)NC(=O)c1ccccc1
→ 3.4, -6, 2, 0.0

(more compounds)
Below each SMILES – GPR151 ag, TEAD-YAP block, MITF primary, FBW7 activator
NC(=O)NNC1=Nc2cccc3cccc1c23
→ -0.3, 3, 14, 0.1
O=[N+]([O-])c1cc(S(=O)(=O)N2CCOCC2)ccc1Cl
→ -2.1, 11, 9, 0.0
Ic1cccc(C2Nc3ccccc3C(c3ccccc3)(c3ccccc3)O2)c1 (stereo unspecified)
→ -0.1, 11, 13, 0.5
c1ccc(C2=Nc3ccccc3N=C(c3ccccc3)c3ccccc32)cc1
→ 0.9, -14, 10, 0.1
N#Cc1c(F)cccc1C(C#N)(c1ccccc1)N1CCOCC1 (stereo unspecified)
→ 1.7, 8, 4, 0.3
O=C1OC(c2cc(Cl)ccc2Cl)=N/C1=C\c1ccc(Cl)c(Cl)c1
→ 0.1, 16, -5, -0.1
CC(=O)Nc1ccc(Nc2nc(NCCN3CCOCC3)nc3c2ncn3Cc2ccc(C(F)(F)F)cc2)cc1
→ -1.0, -9, -6, 0.1
Cc1cccc2nc(CN3CCN(c4ccccc4)CC3)cn12
→ -0.9, -8, -8, -0.4
COc1ccccc1CNC(=O)Nc1cc(C)ccc1OC
→ -1.4, -1, -10, -0.2
CCCOC(=O)c1ccc(NS(=O)(=O)c2ccc(OC)cc2)cc1
→ 2.0, 4, -9, -0.1
Nc1nc(SCC(=O)Nc2ccccc2F)[nH]c(=O)c1NC(=O)c1cccs1
→ -1.6, -2, -15, -0.3
O=C(NC1CCCCCC1)C1CC(=O)N(C2CCCCCC2)C1 (stereo unspecified)
→ 1.1, 8, 7, 0.0
O=S(=O)(c1ccccc1)N1CN(S(=O)(=O)c2ccccc2)CN(S(=O)(=O)c2ccccc2)C1
→ -1.3, -3, -1, -0.1
Cc1nn(CC(=O)Nc2ccccc2Br)c(=O)c2cccn12
→ -0.5, 0, -12, 0.1
Cc1cc2ccccc2n1CCNC(=O)c1cccs1
→ 0.3, -6, 7, 0.0
Cc1cccc(C)c1-n1c(C)cc(/C=N/NC(=O)C(=O)NCC(C)C)c1C
→ -0.3, 4, 14, 0.9
COc1ccccc1NC(=O)CSc1nc2cc3c(cc2c(=O)n1CCCC(=O)NCc1ccc2c(c1)OCO2)OCO3
→ -0.3, 1, -11, -0.1
Cc1ccc(/C=C2/C(=O)NC(=S)N(c3ccccc3Cl)C2=O)o1
→ -0.8, -6, 24, -0.2
Cn1c(=O)c2c([nH]c(=S)n2Cc2c(Cl)cccc2Cl)n(C)c1=O
→ 0.4, 1, -4, 0.0
O=C(Nc1ccccc1F)c1ccc(Br)o1
→ -1.4, -27, 1, 0.0
CCCCN1C(=O)NC(NS(=O)(=O)c2ccc(N)cc2)(C(F)(F)F)C1=O (stereo unspecified)
→ -0.6, -2, 1, 0.0
O=C(Cc1cn2ccsc2n1)N/N=C/c1ccc(O)c(O)c1O
→ -0.1, -4, 78*, -1.1
CCOC(=O)C1=C(C)N=c2s/c(=C/c3ccccc3F)c(=O)n2C1c1ccc(C)cc1 (stereo unspecified)
→ -0.5, -5, 9, 0.2
CCCCOc1ccccc1-c1nc(SCC(=O)O)n[nH]1
→ -0.3, 4, 18, -0.1
Cc1cc(N/N=C/c2ccc(O)cc2O)c2ccccc2n1
→ 0.8, -1, -5, -0.4
Cc1cc(Cl)ccc1OCC(=O)NCCCN1CCOCC1
→ 1.3, 7, -1, 0.0
COc1ccc(CCNC(=O)CSc2nc3[nH]ncc3c(=O)[nH]2)cc1OC
→ 2.0, 2, -8, 0.6
CCOC(=O)C1=C(CN2CCSCC2)NC(=O)NC1c1cccc([N+](=O)[O-])c1 (stereo unspecified)
→ -1.7, 2, 6, 0.1
Cc1cccc(NC(=O)c2cc(-c3ccc(Cl)cc3)nc3c(C)cccc23)c1
→ -0.6, -8, -16, -0.1
CC(C)C(C(=O)Nc1ccccc1C(N)=O)N1C(=O)c2ccccc2C1=O (stereo unspecified)
→ -1.5, 12, 9, 0.4

In the list so far, these have a tert-butyl group.
Below each SMILES – GPR151 ag, TEAD-YAP block, MITF primary, FBW7 activator
COc1ccc(NC(=O)C(NC(=O)CCc2cc(C(C)(C)C)c(O)c(C(C)(C)C)c2)c2ccccc2)cc1 (stereo unspecified)
→ 0.0, 0, 13, 1.0
Cc1ccc(NC(=S)NCCCNC(C)(C)C)cc1C
→ -2.9, -5, -2, 0.5
CC(C)(C)n1nc2c(c1NC(=O)COc1ccccc1)CSC2
→ -1.1, 11, 4, 0.0

A stretch of the results above:
Below each SMILES – GPR151 ag, TEAD-YAP block, MITF primary, FBW7 activator
CC(=O)Nc1ccc(-n2nnnc2SCC(=O)Nc2nc3ccccc3s2)cc1
→ -0.6, 7, 4, 0.1
CCCCNc1nc(SCC(=O)NCCc2ccc(S(N)(=O)=O)cc2)nc2ccccc12
→ -0.5, -4, -3, -0.1

(listing goes on)
Below each SMILES – GPR151 ag, TEAD-YAP block, MITF primary, FBW7 activator
Cc1cc2ccccc2c(=O)n1CC(=O)NCCCN1CCN(C)CC1
→ -0.8, -1, 12, 0.6
CCc1ccccc1NC(=O)CN1CCC(NC(=O)COC)CC1
→ -0.8, 8, -1, -0.2
CCCOC(=O)c1cccc(NC(=O)CCN2C(=O)c3ccccc3C2=O)c1
→ 3.7, 2, 7, -0.1
Cc1ccc2[nH]c3nc(SCC(=O)NC(C)C)nnc3c2c1
→ -0.6, 4, 20, 0.1
O=C(NCCC1CCCCN1S(=O)(=O)c1ccccc1)C(=O)Nc1ccccc1F (stereo unspecified)
→ -0.9, -4, 20, 0.7
